HEK293 NFkB inh – inhibitors of the PMA/ionomycin-induced NF-kB reporter in HEK293 cells | inhibition, % at 3 µM | hit rate 0.21% among 62,000 | HEK-293 NF-kB luciferase reporter, luminescence;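 active = inhibition above the mean of all tested compounds plus 3 SD, cut at about 40% in these data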;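 note: 0% = stimulated DMSO wells and 100% = 10 µM reference inhibitor 5653914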
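Material: HEK-293 cells with stable firefly luciferase reporter driven by four HIV NF-kB elements / Also added: PMA plus ionomycin mix as NF-kB-activating stimulus / Compound dosing: 3 µM once, 0.30% DMSO / Times: 1 h pretreatment, 16 h stimulation, 37 °C / Signal: luminescence / Evaluation: per-plate % inhibition versus controls / Benchmarks: DMSO and 10 µM reference inhibitor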
Cdc25B inh – inhibitors of human Cdc25B phosphatase; recombinant Cdc25B, OMFP fluorescence Ex485/Em525; inhibition, %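 (compounds tested at 10 µM final in the well)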; hit rate 0.1% among 65,000; AID 368; in the data active = inhibition above about 50%
Target sequence (P30305 whole entry, looked up): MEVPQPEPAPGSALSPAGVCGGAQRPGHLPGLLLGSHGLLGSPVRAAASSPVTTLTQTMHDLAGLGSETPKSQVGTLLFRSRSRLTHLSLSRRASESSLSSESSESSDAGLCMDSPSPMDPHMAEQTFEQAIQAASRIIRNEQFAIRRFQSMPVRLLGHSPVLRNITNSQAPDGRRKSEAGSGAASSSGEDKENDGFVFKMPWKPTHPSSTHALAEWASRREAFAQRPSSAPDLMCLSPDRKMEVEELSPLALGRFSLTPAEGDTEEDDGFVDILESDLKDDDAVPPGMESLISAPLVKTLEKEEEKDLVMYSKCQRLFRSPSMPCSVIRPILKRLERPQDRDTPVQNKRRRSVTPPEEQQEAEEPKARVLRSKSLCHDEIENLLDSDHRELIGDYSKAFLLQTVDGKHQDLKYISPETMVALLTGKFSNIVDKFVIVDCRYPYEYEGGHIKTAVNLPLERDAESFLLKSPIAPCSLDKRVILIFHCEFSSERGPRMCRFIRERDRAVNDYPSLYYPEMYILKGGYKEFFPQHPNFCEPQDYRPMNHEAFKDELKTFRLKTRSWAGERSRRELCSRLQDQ
PKA inh – PKA (human) kinase inhibition; P17612; PKA Kemptide phosphorylation, Kinase-Glo ATP luminescence; inhibition, % at 6 µM; hit rate 0.1% among 65,000; AID 524;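 active = inhibition above the screen-wide mean inhibition plus 3 SD, cut at about 21% in these data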; note: many of its hits are not listed in these tables
MKP-1 inh – blocks human MKP-1 phosphatase activity; hit rate 0.15% among 65,000; AID 374; P28562; inhibition, %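 (compounds tested at a single concentration somewhere between 10 and 100 µM)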; recombinant MKP-1, OMFP hydrolysis fluorescence;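 active = inhibition above about 50%, limit read from the data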;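 note: 0% = DMSO max control wells and 100% = wells with enzyme stopped by NaOH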
TNAP act DEA – activators of human TNAP at intermediate phosphate acceptor; purified TNAP, CDP-star luminescence, 100 mM DEA, 30 min; stronger effect = higher value; scale: 0 levamisole-inhibited, 1 vehicle-only enzyme; activation factor at 20 µM; 64,000 tested, under 10 active;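 active = activation factor of at least 2 at 20 µM, relative to controls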
MMP13 inh – MMP13 (human) collagenase inhibition; P45452; MMP-13 fTHP FRET cleavage, Mca fluorescence; inhibition, % at 4 µM; hit rate 0.07% among 65,000;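 active = inhibition above the mean of compound-free control plate wells plus 3 SD, cut at about 14% in these data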;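 note: 0% = DMSO wells and 100% = wells with reference MMP-13 inhibitor after basal subtraction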
* = called active by the depositor; x = no result given. Only part of the results is shown (hit frequency here may not be typical).

mol | HEK293 NFkB inh | Cdc25B inh | PKA inh | MKP-1 inh | TNAP act DEA | MMP13 inh
O=C(NCCSCc1ccco1)c1ccc(CN2CCOCC2)cc1 | x | -12 | x | 16 | 1 | x
CCOC(=O)c1cnc2ccc(Br)cc2c1NCCO | x | -2 | x | 0 | 0.9 | x
N#Cc1cnc2sc3ccccc3n2c1=N | x | 7 | x | -6 | 1 | x
Cc1c(NC(=O)OCCSc2nc(N(C)C)nc(N(C)C)n2)sc(=S)n1C | x | -23 | x | 19 | 0.9 | x
CCOC(=O)Cc1csc(NC(=O)COc2ccccc2OC)n1 | x | 22 | x | 0 | 1 | x
O=C(CP(=O)(c1ccccc1)c1ccccc1)Nn1cnnc1 | x | -3 | x | 3 | 1.1 | x
O=C(CC1(O)C(=O)Nc2ccccc21)c1ccc2c(c1)OCO2 (configuration not stated) | x | -3 | x | -5 | 0.9 | x
CCC(Sc1nc2ccccc2s1)C(=O)Nc1nnc(C)s1 (configuration not stated) | x | -6 | x | 8 | 0.9 | x
COc1ccc(C2C(C#N)=C(N)Oc3n[nH]c(C)c32)cc1CN1CCN(c2ccc(F)cc2)CC1 (configuration not stated) | x | -9 | x | 37 | 1 | x
O=C(CSc1ccc(Cl)cc1)NC1CCCC1 | x | -13 | x | 8 | 1 | x
Cn1ccnc1SC(=O)N1c2ccccc2Sc2ccccc21 | x | 2 | x | 6 | 0.9 | x
O=C1c2ccccc2C(=O)N1CCCC(=O)N1CCc2ccccc21 | x | -12 | x | 1 | 0.9 | x
O=C1CC(N2CCOCC2)C(=O)N1c1cccc(Cl)c1 (configuration not stated) | x | -14 | x | 0 | 0.9 | x
CNC(=O)CN(c1ccc(C(C)C)cc1)S(C)(=O)=O | x | 0 | x | -10 | 0.9 | x
Cc1cc(NC(=O)CSc2nc3c(c(=O)n2-c2ccc(Cl)cc2)SCC3)no1 | 18 | x | 12 | x | x | 10
COCCn1c(CN2CCN(c3ccccc3)CC2)nc2c1c(=O)n(C)c(=O)n2C | 15 | x | -2 | x | x | -6
Clc1ccc(C2CC(c3ccco3)n3ncnc3N2)cc1Cl (configuration not stated) | 19 | x | 1 | x | x | 4
COC(=O)c1ccc(CSc2nc3c(c(=O)n2-c2ccc(Br)cc2)SCC3)o1 | 18 | x | 6 | x | x | 4
COc1ccc(C(=O)NC(C)c2nc3ccccc3[nH]2)cc1OC (configuration not stated) | 15 | x | -4 | x | x | 0
CN(C)C1NC(=O)c2cc(-c3ccccc3)sc2N1 (configuration not stated) | 11 | x | 2 | x | x | 0
COc1cc(C(=O)NCCc2nc3ccccc3n2C)cc(OC)c1OC | 26 | x | 12 | x | x | 6
CCSc1nc2c(c(=O)n1-c1ccc(F)cc1)SCC2 | -3 | x | 7 | x | x | 6

Six records picked at random from those above:
mol | HEK293 NFkB inh | Cdc25B inh | PKA inh | MKP-1 inh | TNAP act DEA | MMP13 inh
COC(=O)c1ccc(CSc2nc3c(c(=O)n2-c2ccc(Br)cc2)SCC3)o1 | 18 | x | 6 | x | x | 4
COc1ccc(C2C(C#N)=C(N)Oc3n[nH]c(C)c32)cc1CN1CCN(c2ccc(F)cc2)CC1 (configuration not stated) | x | -9 | x | 37 | 1 | x
N#Cc1cnc2sc3ccccc3n2c1=N | x | 7 | x | -6 | 1 | x
O=C1CC(N2CCOCC2)C(=O)N1c1cccc(Cl)c1 (configuration not stated) | x | -14 | x | 0 | 0.9 | x
O=C1c2ccccc2C(=O)N1CCCC(=O)N1CCc2ccccc21 | x | -12 | x | 1 | 0.9 | x
Cc1c(NC(=O)OCCSc2nc(N(C)C)nc(N(C)C)n2)sc(=S)n1C | x | -23 | x | 19 | 0.9 | x

Entries of single compounds as entered above.
Entry for O=C1c2ccccc2C(=O)N1CCCC(=O)N1CCc2ccccc21 : HEK293 NFkB inh: x; Cdc25B inh: -12; PKA inh: x; MKP-1 inh: 1; TNAP act DEA: 0.9; MMP13 inh: x
Entry for COCCn1c(CN2CCN(c3ccccc3)CC2)nc2c1c(=O)n(C)c(=O)n2C : HEK293 NFkB inh: 15; Cdc25B inh: x; PKA inh: -2; MKP-1 inh: x; TNAP act DEA: x; MMP13 inh: -6

Screens deposited in PubChem BioAssay by several laboratories.
